High-throughput results from PubChem.
GLP1R ag = qHTS of GLP-1 Receptor Agonists. Potency, µM (top dose mostly 45.6 µM), for the others: at the top dose activation, most hits filed as activators. HEK293 GLP-1R CRE-luciferase, luminescence, 4-6 h; cells express a hypersensitive GLP-1R form. Glucagon-like peptide 1 receptor (Homo sapiens), P43220. 0.007% of 380,000 active; note: potency is the fitted concentration of half-maximal effect; % of control where 0% means no effect
aSyn rescue = qHTS of alpha-syn Inhibitors; Yeast expressing alpha-synuclein, growth rescue, BacTiter-Glo, 24 h; Potency, µM (highest dose often 46.1 µM), without a hit: at the top dose growth rescue (activation), usual class: activators; 0.14% of 370,000 active; AID 652106, 2013; note: potency is the fitted concentration of half-maximal effect; % of control where 0% means no effect; nearly all actives have a fitted effect of over 65% in size
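Galactose-induced alpha-syn yeast (OD600=0.02, raffinose-pregrown) + pinned cpd, 24 hr, 30 deg C; growth by BacTiter-Glo luminescence. Growth restoration scores as activation.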
PTHR1 agonist = qHTS for PTHR1 Agonists: Primary Screen; Potency, µM (series often up to 115 µM), inactives show at the top dose activation, usual class: activators; AID 743266, 2014; HEK293 GP2 PTHR1 cells, GloSensor cAMP luminescence, 1 h; Parathyroid hormone/parathyroid hormone-related peptide receptor (Homo sapiens), Q03431; 0.075% of 410,000 active; note: potency is the fitted concentration of half-maximal effect; nearly all actives have a fitted effect of over 55% in size; some results filed as inactive show a strong effect at the top dose; inactives centre near -15; many of its hits are not listed in these tables
Target sequence (Q03431 whole entry, looked up): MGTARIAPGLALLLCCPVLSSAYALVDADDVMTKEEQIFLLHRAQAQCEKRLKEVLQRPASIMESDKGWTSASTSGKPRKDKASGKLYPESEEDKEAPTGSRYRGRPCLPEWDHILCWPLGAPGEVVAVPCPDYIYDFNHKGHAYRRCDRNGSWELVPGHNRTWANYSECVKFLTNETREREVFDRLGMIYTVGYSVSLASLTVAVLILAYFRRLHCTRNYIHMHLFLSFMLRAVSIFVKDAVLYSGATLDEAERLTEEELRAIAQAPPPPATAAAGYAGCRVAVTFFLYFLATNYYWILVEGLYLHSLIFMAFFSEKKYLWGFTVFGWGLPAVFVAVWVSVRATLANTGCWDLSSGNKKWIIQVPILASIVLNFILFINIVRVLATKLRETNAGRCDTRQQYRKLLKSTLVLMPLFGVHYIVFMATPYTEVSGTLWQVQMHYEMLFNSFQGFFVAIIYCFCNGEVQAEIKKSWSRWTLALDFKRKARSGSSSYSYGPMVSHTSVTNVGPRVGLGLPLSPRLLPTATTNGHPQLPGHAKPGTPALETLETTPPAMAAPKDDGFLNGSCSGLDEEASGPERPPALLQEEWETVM
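HEK-293-derived GP2 cells expressing PTHR1 and a GloSensor cAMP reporter, 3,000/well, plated overnight, given luciferin plus IBMX (each 0.5 mM as added) for 1 h at 37 °C, then compound for 1 h at 37 °C. Luminescence was read after 15 min at room temperature.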
DRD3 agonist = qHTS of D3 Dopamine Receptor Agonist: qHTS; max activation, %; D3R DiscoveRx beta-arrestin cells, luminescence, 90 min; AID 652048, 2013; 0.58% of 410,000 active; in the data active = max activation above about 30%; note: 0% is about no effect; mostly tested at two doses, the higher about 12 µM
Target sequence (P35462 whole entry, looked up): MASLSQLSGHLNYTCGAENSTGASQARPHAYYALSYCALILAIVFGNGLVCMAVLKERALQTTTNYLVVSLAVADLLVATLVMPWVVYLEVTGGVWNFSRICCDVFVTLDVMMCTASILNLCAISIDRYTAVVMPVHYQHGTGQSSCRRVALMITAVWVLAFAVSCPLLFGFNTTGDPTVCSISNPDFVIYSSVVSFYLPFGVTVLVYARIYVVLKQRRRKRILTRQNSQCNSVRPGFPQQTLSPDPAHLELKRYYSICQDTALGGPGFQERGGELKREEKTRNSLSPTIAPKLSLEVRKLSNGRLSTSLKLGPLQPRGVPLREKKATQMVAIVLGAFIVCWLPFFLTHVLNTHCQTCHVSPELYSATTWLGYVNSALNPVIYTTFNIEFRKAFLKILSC
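Agonist-mode cell screen: cells plated at 1500/well and incubated overnight at 37 °C, then exposed to library compounds for 90 min at 37 °C. Detection reagent was added for 30–60 min at room temperature, and luminescence was read.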
D3 antag = qHTS of D3 Dopamine Receptor Antagonist: qHTS | 2.5% of 360,000 active | D3R cells, DiscoveRx beta-arrestin luminescence, antagonist mode; active compounds read low | max response, negative = inhibition, % | AID 652054, 2013; in the data active = max response below about -50%; inconclusive = no clear call, values can overlap the other calls; note: % is set by controls: 0 for no effect and ±100 for the full control effect; mostly tested at two doses, the higher about 12 µM
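Cells expressing the human receptor were seeded at 1500 cells/well, incubated overnight at 37 degrees C in 5% CO2, then exposed to library compounds with dopamine controls for 90 minutes at 37 degrees C before luminescent detection.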
GLP-1R inv ag = qHTS of GLP-1 Receptor Inverse Agonists (Inhibition Mode). 1.6% of 410,000 active. Glucagon-like peptide 1 receptor (Homo sapiens), P43220. AID 624417, 2012. HEK293 GLP-1R CRE-luciferase, luminescence, 24 h; GLP-1R form is constitutively active. Potency, µM (titrated, usually from 38.3 µM), inactives show at the highest dose activity change, negative = inhibition, usual class: inhibitors; note: potency is the fitted concentration of half-maximal effect; % is set by controls: 0 for no effect and ±100 for the full control effect; nearly all actives have a fitted effect of over 55% in size
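Using stably transfected HEK293 (constitutively active GLP-1R, cAMP-luciferase reporter), compounds were incubated 24 hr and luciferase measured by luminescence.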
TDP43 rescue = qHTS of TDP-43 Inhibitors | Potency, µM (highest dose often 46.1 µM), without a hit: at the top dose growth rescue (activation), actives largely listed as activators | 1.8% of 410,000 active | AID 652104, 2013 | TDP-43 expressing yeast growth rescue, BacTiter-Glo, 24 h; note: potency is the fitted concentration of half-maximal effect; % of control where 0% means no effect; nearly all actives have a fitted effect of over 50% in size
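Yeast cells expressing TDP-43 under galactose induction are exposed to compounds for 24 hr at 30 deg C. BacTiter-Glo luminescence measures growth, so protective compounds score as activators.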
KB-V1 MDR tox = qHTS assay for MDR1-selective chemotherapeutics: Primary screen using the drug-selected MDR subline cells KB-V1 | KB-V1 MDR cells viability, CellTiter-Glo, 72 h | Potency, µM (highest dose often 46.1 µM), inactives show at the highest dose activity change, negative = cytotoxicity, usual class: cytotoxic | 3.4% of 400,000 active | AID 1347076, 2019; note: potency is the fitted concentration of half-maximal effect; % is set by controls: 0 for no effect and ±100 for the full control effect; nearly all actives have a fitted effect of over 60% in size
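Compound-treated KB-V1 multidrug-resistant cells, 72 h, 37 degrees C; viability by CellTiter-Glo. Fitted qHTS curves give the values.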
HEK293 tox = qHTS of GLP-1 Receptor Inverse Agonists: Cytotox Screen. HEK293 cAMP-luciferase reporter cells, luminescence, 24 h. Potency, µM (titrated, usually from 38.3 µM), without a hit: top-dose activity change, negative = inhibition, most hits filed as inhibitors. 0.13% of 410,000 active;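 note: loss of luciferase light is scored as toxicity; potency is the fitted concentration of half-maximal effect; % is set by controls: 0 for no effect and ±100 for the full control effect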
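Quantitative HTS format, 1536 wells, 200 cells/uL seeded. Compounds: 23 nL, 24 h, 37 °C. Detection: luciferase reagent, luminescence at 12 min RT; decreased signal taken as cytotoxic.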
Active calls of the source: *; i = inactive; ? = inconclusive; . = no result given; & = joins results of further samples; [ ] = dose if it differs, or a comment. Unless noted, calls come from the whole dose curve; as a rule, active = well fitted curve in the direction sought with a large enough effect; inconclusive = small, poorly fitted or top-dose-only effect, or another doubt; inactive = no such curve, though single readings can be large; an effect the other way counts as inactive or inconclusive. Only part of the results is shown; count on the stated rates, not on these rows.

SMILES	GLP1R ag	aSyn rescue	PTHR1 agonist	DRD3 agonist	D3 antag	GLP-1R inv ag	TDP43 rescue	KB-V1 MDR tox	HEK293 tox
O=S(=O)(O)c1cccc2c(N=Nc3ccc(O)c4ncccc34)cccc12	-1%	-11%	i	0	?	-22%	-3%	-1%	11µM*
Cc1sc2nc(COC(=O)c3ccc(Cl)c(N)c3)[nH]c(=O)c2c1C	4%	2%	i	6	11	-4%	17%	-2%	-2%
COc1ccccc1C/C(N)=N/OC(=O)COc1cccc(C)c1	6%	5%	i	-2	3	-11%	-91%[inhibitor]	-31%	-3%
CCNC(=O)C1(C)CCCN(C(=O)c2ccc3sccc3c2)C1 (stereo not drawn)	-6%	-1%	-8%	-4	0	-9%	-12%	-1%	3%
O=[N+]([O-])c1cccnc1N1CCN(c2ccccc2F)CC1	-8%	6%	-19%	1	-24	?	9%	-7%	-14%
COc1ccccc1-n1cnc2sc(C)c(C)c2c1=O	21%	-1%	-2%	-5	-4	6%	11%	0%	3%
Cc1oc(-c2cc(F)ccc2F)nc1CN(C)Cc1ccc2nccnc2c1	12%	6%	i	-22	8	9%	5%	?	-1%
O=C(COC(=O)c1n[nH]c2ccccc12)Nc1ccccc1Br	8%	-1%	-29%	-1	17	-17%	?	-1%	-15%
FC(F)Oc1cccc(NC(=S)N2CCN(c3ccccn3)CC2)c1	-5%	-4%	-7%	-2	-8	?	2%	0%	-8%
CC(=O)c1sc(Nc2ccc(C)cc2)nc1C	0%	-1%	0%	-7	-3	-5%	7%	-2%	-9%
CCC(C)C(=O)N1CCc2cc(-c3csc(N)n3)ccc21 (stereo not drawn)	4%	-23%	-20%	0	-13	-19%	-14%	-15%	-28%
CC(C)c1ccc(NC(=O)CCNS(=O)(=O)c2ccc3c(c2)CCCC(=O)N3)cc1	-6%	17%	-18%	-16	.	0%	-9%	-2%	-1%
C#Cc1ccc(C(=O)NCc2ccc(N3CCCC3=O)cc2)cc1	8%	1%	-5%	0	16	12%	2%	-2%	4%
COc1nccnc1NS(=O)(=O)c1ccc(NC(=S)NC(=O)c2ccccc2)cc1	-14%	-14%	i	-5	?	2%	21%	?	-11%
CC1=C(c2ccc(C)c(C)c2)S(=O)(=O)N(Cc2ccc(C(=O)NCc3cccc(C)c3)cc2)C1=O	.	.	i	5	.	-16%	0%	-5%	-2%

2 of the compounds above, bar-delimited.
compound | GLP1R ag | aSyn rescue | PTHR1 agonist | DRD3 agonist | D3 antag | GLP-1R inv ag | TDP43 rescue | KB-V1 MDR tox | HEK293 tox
O=[N+]([O-])c1cccnc1N1CCN(c2ccccc2F)CC1 | -8% | 6% | -19% | 1 | -24 | ? | 9% | -7% | -14%
COc1ccccc1-n1cnc2sc(C)c(C)c2c1=O | 21% | -1% | -2% | -5 | -4 | 6% | 11% | 0% | 3%

Remaining list, next part:
SMILES	GLP1R ag	aSyn rescue	PTHR1 agonist	DRD3 agonist	D3 antag	GLP-1R inv ag	TDP43 rescue	KB-V1 MDR tox	HEK293 tox
N#C/C(=N\Nc1c(Cl)cccc1Cl)C(=O)NN	-32%	-1%	i	-14	?	7%	-8%	8.2µM*	-30%
CCOCCCNC(=S)N1CCN(c2nc(-c3ccc(F)cc3)cs2)CC1	0%	4%	-56%[inhibitor]	9	28	?	25µM*	?	-9%
O=C(Nc1ccccc1C(=O)N/N=C/c1ccco1)c1ccccc1	0%	-19%	i	1	-2	11%	4%	-24%	17%[1.53 µM]
COc1ccc(CNC(=O)c2[nH]c(C(F)(F)F)nc2-c2ccccc2)cc1	0%	0%	i	7	15	-10%	17%	0%	-19%
CC(C)CCn1c(SCC(=O)c2ccccc2)nc2c1c(=O)[nH]c(=O)n2C	6%	1%	i	-20	-4	0%	9%	-28%	4%
Cc1ccc(NC(=O)CC(C)S(=O)(=O)c2ccc3c(c2)NC(=O)CO3)cc1C (stereo not drawn)	-4%	6%	-25%&-2%	0&6	27	-22%&8%	10%&14%	7%&-4%	8%&-3%
COc1cc(OC)cc(-c2sc3ccc(OC)cc3c2C#CCO)c1	10%	8%	-1%	40*	2	-5%	?	?	-1%
COc1ccc(CCNc2c3ccccc3nc3ccccc23)cc1OC	0%	-12%	-11%	-6	-3	?	-2%	?	-19%
Cc1ccsc1CNn1cnnc1SCc1ccccc1F	21%	0%	-13%[57.5 µM]	-2	18	-1%	-4%	-16%	-11%
CCOc1ccccc1OCCCC(=O)NNC(=O)c1ccc(F)cc1	5%	-4%	?	-5	-22	-7%	-5%	-2%	-3%
Cc1cc(C(=O)C(C)OC(=O)c2ccc(NC(=O)CC#N)cc2)c(C)n1-c1ccccc1 (stereo not drawn)	9%	0%	-14%	4	6	?	-20%	0%	-12%
CC(C)(C)c1ccc(OCc2ccc(C(=O)N3CCOCC3)o2)cc1	25%	-2%	i	-4	15	?	14%	26µM*	?
O=P(O)(Cc1ccccc1)Cc1ccccc1	1%	3%	i	10	21	13%	-12%[1.82 µM]	?	8%
CCCCN(CC)CCCNC(=O)c1cc2c(=O)[nH]c3ccccc3c2n1C	.	.	-9%	-35	.	10%	-17%	0%	7%
COc1ccc(NS(=O)(=O)c2cccc(C(=O)OCC(=O)NC3CC3)c2)cc1	2%	-3%	i	2	-2	3%	13%	23%	-6%
CCn1c(SCC(=O)Nc2nc(-c3ccc(C)cc3)cs2)nnc1-c1ccccc1O	-11%	-3%	-22%	5	46	?	20µM*	-30%	?
C=CCN(CC=C)CCOc1cccc2ccccc12	1%	4%	i	-17	?	?	-7%	3%	-5%
CCCn1c(=O)c(C(=O)NCc2ccccc2)c(O)c2ccccc21	7%	8%	-33%[inhibitor]	8	23	-45%	-21%	-23%	-4%
Cc1ccc(-n2c(O)c(C=NC3CCS(=O)(=O)C3)c3ccccc3c2=O)c(C)c1 (stereo not drawn)	-1%	0%	-9%	5	14	-1%	-23%	-1%	0%
Cc1cccc(-n2ncc3c2CCCC3NC(=O)CCN2CCCO2)c1C (stereo not drawn)	3%	1%	-32%[inhibitor]	0	16	6%	13%	?	-2%
Cc1cccn2c(=O)c(/C=C(\C#N)C(=O)NCc3ccco3)c(N3CCCCCC3)nc12	18%	10%	-30%	-8	7	?	9%	-13%	-8%
Cc1cccc(C2=N/C(=C\c3cccs3)C(=O)O2)c1	-5%	8%	-16%	-1	3	13%	19%	6%	-12%
O=C(CN1CCC(NC(=O)c2ccccc2Cl)CC1)NCc1ccco1	-2%	7%	i	2	12	-4%	3%	-3%	3%
CCn1c(C)c(C(=O)c2ccccc2)c(C#N)c1C(=O)O	12%	4%	i	2	7	4%	12%	4%	-14%
N#C/C(=C\c1ccc(Br)cc1)c1nc(-c2cc3cc(Br)ccc3oc2=O)cs1	.	.	i	-11	.	1%	?	?	37%[activator]
COc1ccccc1CNC(=O)c1ccc(CS(=O)(=O)c2ccccc2C)o1	5%	-13%	-3%&-28%	6&2	-10	-5%&-13%	?	-15%&-9%	0%&-10%
Cc1nn(Cc2ccc(Cl)cc2)c(C)c1NC(=O)CCCn1nc(C)c([N+](=O)[O-])c1C	-4%	0%	-2%	-5	-10	?	9%	?	-22%
O=C(/C=C/c1ccc(Cl)c(Cl)c1)N1CCc2ccccc21	-4%	3%	i	3	15	0%	10%	?	-16%
COC(=O)[C@H](CCSC)NC(=O)Nc1ccc(C)c(C)c1	-13%	4%	-14%[57.5 µM]	-16	-9	-3%	-9%	0%	-3%
CN(Cc1ccccc1)S(=O)(=O)c1ccc(OCC(=O)NCc2cccnc2)cc1	2%	-1%	1%	13	9	4%	-16%	?	-5%
O=C(CN1CCc2ccccc2C1)Nc1ccccc1Cl	15%	-6%	i	8	?	?	-10%	4%	6%
O=C(COc1ccc(Cl)cc1Cl)NCc1ccncc1	0%	2%	i	2	7	4%	21%	18µM*	-3%
COC(=O)CCc1c(C)nc(N)[nH]c1=O	-9%	5%	i	2	-1	3%	-2%	2%	-2%
Cc1cccc(NC(=O)c2sc3nc4n(c(=O)c3c2C)N=C(c2ccc(F)cc2)CS4)c1C	.	.	-95%[inhibitor]	-12	.	-19%	13%	20%	8%
COc1cccc(NC(=O)c2oc3ccccc3c2NC(=O)c2ccc(OC(C)C)cc2)c1	.	.	i	-1	.	15%	21%	8%	9%
O=C(Cc1c(C(=O)O)[nH]c2ccccc12)NCCN1CCN(c2cccc(Cl)c2)CC1	-12%	-1%	i	0	12	-11%	3%	-7%	-3%
CN(CCNS(=O)(=O)c1ccc2c(c1)oc(=O)n2C)Cc1ccccc1	6%	1%	-14%	-14	0	4%	-16%	-14%	1%
CCN(CC)S(=O)(=O)c1ccc(N2CCOCC2)c(NC(=O)C23CC4CC(CC(Cl)(C4)C2)C3)c1	3%	-3%	i	-4	9	?	-18%	23µM*	-17%
COCCn1c(C)cc(C(=O)COC(=O)c2ccc(NC(=O)CC#N)cc2)c1C	-10%	4%	-28%	2	-2	-11%	17%	13%	0%
CN(CC(=O)Nc1c(Cl)cccc1Cl)C(=O)c1ccccc1Cc1ccccc1	-1%	12%	i	3	-14	?	?	-18%	14%
COc1ccc(OC)c2sc(NNC(=O)C3COc4ccccc4O3)nc12 (stereo not drawn)	3%	5%	13%	-9	-28	4%	6.3µM*	-20%	1%
Cc1ccc(OCC(=O)NNC(=O)c2ccc3c(=O)n4c(nc3c2)CCC4)cc1	6%	1%	i	4	10	3%	6%	1%	3%
COc1ccc(CCNC(=O)C/C(C)=N/NC(=O)c2ccc(Cl)cc2Cl)cc1OC	7%	-1%	i	-2	15	2%	8%	0%	-11%
